Screening data (PubChem BioAssay)
Rev-RRE block = inhibitors of HIV-1 Rev-RRE RNA interaction; Rev peptide-RRE RNA binding, FRET; inhibition, % at 8 µM; hit rate 0.79% among 97,000;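 active = inhibition above the screen-wide mean plus 3 SD, cut at about 35% in these data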;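 note: 0% = median DMSO wells and 100% = median Neomycin B control wells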
Target sequence (P05866 whole entry, looked up): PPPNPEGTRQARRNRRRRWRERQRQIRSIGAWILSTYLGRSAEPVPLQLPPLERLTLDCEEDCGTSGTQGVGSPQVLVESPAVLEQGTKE
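Assay system: Rev peptide and RRE RNA, both fluorescently labelled; times: 5 min preincubation and 15 min binding, 25 °C; detection: FRET, ex 480 nm, em 540 and 671 nm; read-out basis: % inhibition from 671/540 nm acceptor-to-donor ratio, scaled between controls; benchmarks: DMSO low control, neomycin B high control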
LYP act = increases human PTPN22 phosphatase activity. recombinant LYP, DiFMUP fluorescence; 0 = plate median, 100 = signal doubled. Q9Y2R2. hit rate 0.11% among 96,000. activation, % at 2 µM;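 active = activation at 2 µM above a set limit, the mean plus 5 SD, cut at about 37% in these data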
Target sequence (Q9Y2R2 whole entry, looked up): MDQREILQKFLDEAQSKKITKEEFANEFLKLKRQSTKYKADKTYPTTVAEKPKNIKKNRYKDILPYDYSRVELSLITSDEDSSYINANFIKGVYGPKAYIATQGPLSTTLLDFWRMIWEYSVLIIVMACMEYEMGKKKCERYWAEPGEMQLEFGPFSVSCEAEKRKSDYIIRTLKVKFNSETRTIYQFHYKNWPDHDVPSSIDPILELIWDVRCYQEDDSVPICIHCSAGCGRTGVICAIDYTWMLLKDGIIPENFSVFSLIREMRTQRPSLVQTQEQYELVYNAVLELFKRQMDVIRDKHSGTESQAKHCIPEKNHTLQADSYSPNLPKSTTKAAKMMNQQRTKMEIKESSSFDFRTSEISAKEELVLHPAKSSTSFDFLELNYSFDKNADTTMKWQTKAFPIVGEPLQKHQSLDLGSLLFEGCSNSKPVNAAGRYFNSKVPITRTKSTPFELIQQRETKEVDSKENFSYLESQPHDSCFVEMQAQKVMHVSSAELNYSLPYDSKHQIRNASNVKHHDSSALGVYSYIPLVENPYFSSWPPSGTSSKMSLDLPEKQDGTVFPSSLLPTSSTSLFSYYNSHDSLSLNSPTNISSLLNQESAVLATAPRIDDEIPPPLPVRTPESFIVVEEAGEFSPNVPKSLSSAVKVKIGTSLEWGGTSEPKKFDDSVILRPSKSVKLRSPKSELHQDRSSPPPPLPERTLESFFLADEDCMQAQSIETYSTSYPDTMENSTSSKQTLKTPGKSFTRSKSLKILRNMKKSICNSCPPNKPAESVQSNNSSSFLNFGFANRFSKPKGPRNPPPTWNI
EphB4 ephrin blk = antagonists of human EphB4-ephrin-B2 interaction; EphB4 LBD / TNYL-RAW-Alexa532 peptide, fluorescence polarization; inhibition, % at 7 µM; hit rate 0.15% among 97,000; AID 720;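 active = inhibition above the screen-wide mean inhibition plus 3 SD, cut at about 15% in these data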;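 note: 0% = DMSO wells and 100% = excess unlabeled TNYL-RAW peptide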
Plk1 PBD FP = inhibitors of human Plk1 polo box domain binding | Plk1 PBD phosphopeptide binding, fluorescence polarization | inhibition, %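 (tested at about 20 µM)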 | hit rate 0.13% among 97,000 | AID 693 | P53350; in the data active = inhibition above about 34%, passing the limit was not always enough
PLK1 kinase inh = blocks human PLK1 kinase activity. P53350. recombinant PLK1 kinase, TR-FRET peptide phosphorylation. inhibition, % at 10 µM. hit rate 0.53% among 97,000. AID 619;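 active = inhibition of 50% or more in the single-concentration screen; inactive = inhibition below 50%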;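 note: 0% = DMSO max control and 100% = H-89 dihydrochloride min control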
F-actin modifier = cytoskeleton assembly modification; HUVEC TNFa F-actin phalloidin imaging, high content; inhibition, % at 2 µM; hit rate 0.18% among 91,000; AID 836;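 active = inhibition above the batch mean plus 3 SD and confirmed as a hit by visual image inspection, cut at about 30% in these data, passing the limit was not always enough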; note: strong numbers were not always called active
FAK blocker = FAK (human) kinase inhibition | hit rate 0.84% among 97,000 | biochemical FAK kinase activity assay | Q05397 | inhibition, %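 (tested at 7 µM)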; in the data active = inhibition above about 19%;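 note: 0% = DMSO and 100% = reference compound high control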
PTK2B oligo ant = Pyk2 (human) oligomerization antagonism; AID 1347419; hit rate 0.83% among 99,000; z-score (the deposit names both 25 µM and 10 µM); Q14289; Q293 cells, Pyk2 FERM NanoBiT luminescence; active compounds read low;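 active = Z-score of -3 or lower, scaled per plate to the spread of control and sample wells; inactive = z-score above -3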;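 note: negative z-score means lost luminescence so less FERM oligomerization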
LYP inh 2 = LYP (human) phosphatase inhibition. Q9Y2R2. AID 640. hit rate 0.21% among 96,000. recombinant LYP catalytic domain, DiFMUP fluorescence. inhibition, % at 2 µM;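 active = inhibition at 2 µM at or above a set limit, the screen mean plus 3 SD, cut at about 24% in these data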;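 note: 0% = DMSO with enzyme and 100% = enzyme fully blocked by orthovanadate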
* hit, by the source's call; / = not tested or not shown.

Short forms – A = Rev-RRE block; B = LYP act; C = EphB4 ephrin blk; D = Plk1 PBD FP; E = PLK1 kinase inh; F = F-actin modifier; G = FAK blocker; H = PTK2B oligo ant; I = LYP inh 2
1	O=C(Nc1ccc(N2CCN(C(=O)c3ccco3)CC2)c(Cl)c1)c1cccs1
  A: 9; B: -6; C: -1; D: -4; E: -8; F: /; G: -1; H: -2.2; I: 6

2	CC(=O)OC1COC(n2ccc3cc([N+](=O)[O-])ccc32)C(OC(C)=O)C1OC(C)=O (stereo not given)
  A: 4; B: -1; C: 6; D: -9; E: -12; F: 19; G: 1; H: -0.06; I: 1

3	COc1ccc(OC)c2sc(NC(=O)C3=COCCO3)nc12
  A: 7; B: 2; C: 6; D: -1; E: -16; F: 13; G: 5; H: /; I: -2

4	CCN1CC=C2C(C#N)=C(N)C(C#N)(C#N)C(c3cc(Cl)ccc3Cl)C2C1 (stereo not given)
  A: 66*; B: 0; C: 0; D: -64; E: 10; F: -19; G: 3; H: 0.75; I: -1

5	CCOc1cc(C)c(S(=O)(=O)Nc2ccc(F)cc2)cc1C
  A: 25; B: 7; C: 10; D: -3; E: -2; F: /; G: 7; H: 0.07; I: -4

6	CCOC(=O)N1CCN(C(=O)CN(c2cc(Cl)ccc2OC)S(=O)(=O)c2ccccc2)CC1
  A: 0; B: 5; C: -1; D: -11; E: -4; F: -21; G: -1; H: -1; I: -4

7	CCCCn1c(NCCO)nc2ccccc21
  A: 9; B: -6; C: 0; D: -19; E: -5; F: -11; G: 0; H: /; I: 4

8	COc1cc(SC)ccc1C(=O)Nc1ccc2c(c1)OCCO2
  A: 10; B: 3; C: -9; D: 19; E: 10; F: -1; G: 3; H: -1.5; I: -6

9	O=C(CSC1=NC(=O)C(Cc2ccccc2)C(=O)N1)NC1CCCCC1 (stereo not given)
  A: -1; B: 6; C: 2; D: 0; E: -8; F: -5; G: -4; H: 0.36; I: -2

10	CC(=O)c1cccc(NC(=O)C2CCN(S(C)(=O)=O)CC2)c1
  A: -1; B: -3; C: -3; D: -12; E: -19; F: 12; G: -2; H: 0.44; I: 2

The listing continues:
Short forms – A = Rev-RRE block; B = LYP act; C = EphB4 ephrin blk; D = Plk1 PBD FP; E = PLK1 kinase inh; F = F-actin modifier; G = FAK blocker; H = PTK2B oligo ant; I = LYP inh 2
11	CN1C(=O)CSc2ccc(NC(=O)NCc3ccco3)cc21
  A: 1; B: 9; C: -5; D: -3; E: -1; F: -23; G: 1; H: 0.16; I: -7

12	CC(C)(C)OC(=O)N1CCC(C(=O)N[C@H](Cc2ccccc2)C(=O)O)CC1
  A: 3; B: 9; C: 4; D: -23; E: -10; F: 12; G: 1; H: 0.58; I: -5

13	Cc1cc(-c2c(C)[nH]n(-c3ccccc3)c2=O)n(-c2ccccc2)n1
  A: 5; B: 3; C: -1; D: -17; E: -13; F: 14; G: -1; H: 0.31; I: 1

14	CCN(CC)N=Nc1[nH]nc2nc(C)cc(C)c12
  A: 0; B: -4; C: -3; D: -28; E: -11; F: 4; G: 3; H: -0.3; I: 7

15	CCCn1c(SCCN2C(=O)c3ccccc3C2=O)n[nH]c1=O
  A: 0; B: 4; C: -8; D: -21; E: 5; F: -5; G: 1; H: 0.02; I: -6

16	COc1ccc(N2CCN(C(CNS(=O)(=O)c3cc(F)ccc3F)c3cccnc3)CC2)cc1 (stereo not given)
  A: 5; B: -1; C: 1; D: 19; E: -35; F: -12; G: 3; H: 0.29; I: 3

17	Cc1cc(Cl)c(S(=O)(=O)NCC2CCCO2)cc1OCC(=O)NC1CCCCC1 (stereo not given)
  A: 1; B: 1; C: 0; D: -32; E: -5; F: 11; G: -2; H: -1.7; I: -4

18	CC1CCCCC1NC(=O)c1ccc(S(=O)(=O)N2CCCC2)cc1 (stereo not given)
  A: 1; B: 9; C: -5; D: -3; E: -34; F: -1; G: -2; H: 0.3; I: -7

19	Nc1nc(-c2cccc(NS(=O)(=O)c3ccccc3)c2)cs1
  A: 0; B: 5; C: -4; D: -7; E: -7; F: -6; G: 3; H: -0.3; I: -8

20	CCOC(=O)c1ccc2c(c1)nc(C1CCN(S(=O)(=O)c3cccs3)CC1)n2CC
  A: 9; B: 8; C: -3; D: -18; E: -2; F: 9; G: 2; H: -1.5; I: -12

(list continues)
Short forms – A = Rev-RRE block; B = LYP act; C = EphB4 ephrin blk; D = Plk1 PBD FP; E = PLK1 kinase inh; F = F-actin modifier; G = FAK blocker; H = PTK2B oligo ant; I = LYP inh 2
21	O=C(N/N=C\C=C\c1ccc2c(c1)OCO2)C1COc2cc3ccccc3cc2O1 (stereo not given)
  A: 4; B: -1; C: 1; D: 23; E: -16; F: 17; G: 0; H: 0.47; I: 6

22	Cc1cc(C)c2c(N)c(C(=O)c3ccccc3)oc2n1
  A: -1; B: 10; C: -3; D: -15; E: -10; F: 6; G: 2; H: 0.48; I: -9

23	C=CCOc1ccc(/C(O)=C2/C(=O)C(=O)N(CCCn3ccnc3)C2c2cccs2)cc1 (stereo not given)
  A: 3; B: -4; C: -6; D: -18; E: -12; F: -1; G: -1; H: -0.51; I: 5

24	Cn1c(SCC(=O)OC2CCCCC2)nnc1-c1ccco1
  A: 4; B: 8; C: 5; D: -5; E: -8; F: -6; G: -2; H: 0.58; I: -9

25	CCn1c(=O)cc(SCC(=O)Nc2cc(OC)c(OC)c(OC)c2)c2ccccc21
  A: 0; B: 0; C: 3; D: -16; E: -1; F: 26; G: -4; H: -1; I: 2

26	O=C(CN(C(=O)c1ccc(Cl)cc1Cl)N1C(=O)C2C3C=CC(C3)C2C1=O)c1ccc(F)cc1 (stereo not given)
  A: 7; B: -5; C: 1; D: -7; E: -4; F: -2; G: -5; H: -0.34; I: 8

27	CCOC(=O)c1[nH]c(C)c(C)c1C
  A: -5; B: 14; C: -3; D: -8; E: -1; F: -34; G: -2; H: 0.53; I: -14

28	CC(=O)c1c(C)[nH]c(C(=O)N2CCN(c3cc(Cl)ccc3C)CC2)c1C
  A: 11; B: -9; C: 3; D: 11; E: -6; F: 1; G: 0; H: -0.98; I: 8

29	COc1ccc(C(=O)COC(=O)C(C(C)C)N2C(=O)C3C4C=CC(C4)C3C2=O)cc1 (stereo not given)
  A: 11; B: 11; C: -3; D: -7; E: -4; F: -17; G: -1; H: -0.04; I: -9

30	N#Cc1nc(-c2ccc(F)cc2)oc1NCc1ccccc1
  A: 18; B: -2; C: 2; D: 26; E: -4; F: -15; G: 14; H: /; I: 0

(cont.)
Short forms – A = Rev-RRE block; B = LYP act; C = EphB4 ephrin blk; D = Plk1 PBD FP; E = PLK1 kinase inh; F = F-actin modifier; G = FAK blocker; H = PTK2B oligo ant; I = LYP inh 2
31	O=C(Nn1cnnc1)C(Sc1ccccc1)c1ccccc1 (stereo not given)
  A: 4; B: 12; C: -10; D: -4; E: -13; F: -20; G: -2; H: 0.22; I: -12

32	Cc1cccc(CCN(C(=O)Cc2cccs2)C(C(=O)NC2CCCCC2)c2cccnc2)c1 (stereo not given)
  A: 9; B: -10; C: 1; D: 38; E: -10; F: -32; G: 2; H: 0.71; I: 11

33	CCCCOc1cc(=O)[nH]c(=O)[nH]1
  A: 8; B: -8; C: 0; D: -13; E: -1; F: -4; G: -1; H: 1.4; I: 11

34	c1ccc(-c2oc3ncnc(NCCCN4CCOCC4)c3c2-c2ccccc2)cc1
  A: 1; B: 6; C: -4; D: -36; E: -3; F: -27; G: 17; H: -1.5; I: -5

35	CCCc1[nH]nc2c1C(c1cc(OC)cc(OC)c1)C(C#N)=C(N)O2 (stereo not given)
  A: 7; B: 3; C: 1; D: 0; E: 23; F: 4; G: 4; H: -1.4; I: -7

36	CCCC1=C(C(=O)OCC)C(c2ccccc2OCC)NC(=O)N1C (stereo not given)
  A: -1; B: -4; C: -3; D: 16; E: -9; F: -9; G: 5; H: -1.1; I: 3

37	c1csc(C2=Nn3c(nnc3-c3ccncc3)SC2)c1
  A: 2; B: -3; C: -2; D: 11; E: 11; F: -20; G: 8; H: -1.3; I: 4

38	Cc1ccc(-c2nnn(CC(=O)N(c3ccccc3)C(C(=O)NCC3CCCO3)c3ccc(Cl)cc3)n2)cc1 (stereo not given)
  A: 0; B: -13; C: -4; D: 8; E: -4; F: -5; G: 3; H: -0.21; I: 16

39	CCOC(=O)N1CCC(Nc2c(Nc3ccc(C)c(C)c3)c(=O)c2=O)CC1
  A: 9; B: 2; C: 2; D: 6; E: -10; F: -14; G: -3; H: -1.9; I: -3

40	CN(C)S(=O)(=O)N(CC(=O)Nc1ccccc1F)c1ccccc1
  A: -4; B: 39*; C: -2; D: -15; E: -4; F: 6; G: 1; H: 0.04; I: -38

New compounds follow
Short forms – A = Rev-RRE block; B = LYP act; C = EphB4 ephrin blk; D = Plk1 PBD FP; E = PLK1 kinase inh; F = F-actin modifier; G = FAK blocker; H = PTK2B oligo ant; I = LYP inh 2
41	CCOC(=O)c1c(C)[nH]c(C(=O)COC(=O)C(C)N2C(=O)C3CCCCC3C2=O)c1C (stereo not given)
  A: 9; B: -3; C: -2; D: 1; E: -9; F: 10; G: -2; H: -1.7; I: 0

42	Cc1ccsc1/C=N/NC(=O)c1c[nH]c2ccccc12
  A: 0; B: 9; C: -3; D: 21; E: 0; F: 1; G: -3; H: -0.19; I: -7

43	Cc1cc(C(=O)N/N=C/c2cccc([N+](=O)[O-])c2)c(C)o1
  A: -3; B: -2; C: -6; D: -43; E: -5; F: /; G: 3; H: -0.76; I: 4

44	Cc1nn(CC(=O)Nc2nc3ccccc3s2)c(C)c1[N+](=O)[O-]
  A: 8; B: -4; C: 0; D: 16; E: 0; F: 34; G: 2; H: -0.66; I: 6

45	CC1=NC(C)Cc2ccccc21 (stereo not given)
  A: 4; B: -4; C: -6; D: -12; E: -3; F: 54; G: 1; H: 1.9; I: 4

46	c1csc(-c2noc(COc3ccc4c(c3)CCCC4)n2)c1
  A: 9; B: 0; C: -5; D: 34; E: -6; F: 1; G: -7; H: 1; I: 4

47	CCCC(=O)n1nc(-c2cccnc2)nc1N
  A: 9; B: 4; C: 12; D: -13; E: 3; F: 6; G: 9; H: 0.74; I: -3

Given screen by screen: entries from further up
46: c1csc(-c2noc(COc3ccc4c(c3)CCCC4)n2)c1
47: CCCC(=O)n1nc(-c2cccnc2)nc1N
45: CC1=NC(C)Cc2ccccc21 (stereo not given)
41: CCOC(=O)c1c(C)[nH]c(C(=O)COC(=O)C(C)N2C(=O)C3CCCCC3C2=O)c1C (stereo not given)
44: Cc1nn(CC(=O)Nc2nc3ccccc3s2)c(C)c1[N+](=O)[O-]
42: Cc1ccsc1/C=N/NC(=O)c1c[nH]c2ccccc12

Assay by compound	46	47	45	41	44	42
Rev-RRE block	9	9	4	9	8	0
LYP act	0	4	-4	-3	-4	9
EphB4 ephrin blk	-5	12	-6	-2	0	-3
Plk1 PBD FP	34	-13	-12	1	16	21
PLK1 kinase inh	-6	3	-3	-9	0	0
F-actin modifier	1	6	54	10	34	1
FAK blocker	-7	9	1	-2	2	-3
PTK2B oligo ant	1	0.74	1.9	-1.7	-0.66	-0.19
LYP inh 2	4	-3	4	0	6	-7
